E coli RNAP = inhibitors of Escherichia coli RNA polymerase; P0A8V2; E. coli RNA polymerase, fluorescence transcription assay; inhibition, %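 (tested at 10 µM)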; actives 0.2% (n = 62,000); AID 559; in the data active = inhibition above about 20%;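 note: 0% = enzyme without compound and 100% = no enzyme blank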
Target sequence (P0A8V2 whole entry, looked up): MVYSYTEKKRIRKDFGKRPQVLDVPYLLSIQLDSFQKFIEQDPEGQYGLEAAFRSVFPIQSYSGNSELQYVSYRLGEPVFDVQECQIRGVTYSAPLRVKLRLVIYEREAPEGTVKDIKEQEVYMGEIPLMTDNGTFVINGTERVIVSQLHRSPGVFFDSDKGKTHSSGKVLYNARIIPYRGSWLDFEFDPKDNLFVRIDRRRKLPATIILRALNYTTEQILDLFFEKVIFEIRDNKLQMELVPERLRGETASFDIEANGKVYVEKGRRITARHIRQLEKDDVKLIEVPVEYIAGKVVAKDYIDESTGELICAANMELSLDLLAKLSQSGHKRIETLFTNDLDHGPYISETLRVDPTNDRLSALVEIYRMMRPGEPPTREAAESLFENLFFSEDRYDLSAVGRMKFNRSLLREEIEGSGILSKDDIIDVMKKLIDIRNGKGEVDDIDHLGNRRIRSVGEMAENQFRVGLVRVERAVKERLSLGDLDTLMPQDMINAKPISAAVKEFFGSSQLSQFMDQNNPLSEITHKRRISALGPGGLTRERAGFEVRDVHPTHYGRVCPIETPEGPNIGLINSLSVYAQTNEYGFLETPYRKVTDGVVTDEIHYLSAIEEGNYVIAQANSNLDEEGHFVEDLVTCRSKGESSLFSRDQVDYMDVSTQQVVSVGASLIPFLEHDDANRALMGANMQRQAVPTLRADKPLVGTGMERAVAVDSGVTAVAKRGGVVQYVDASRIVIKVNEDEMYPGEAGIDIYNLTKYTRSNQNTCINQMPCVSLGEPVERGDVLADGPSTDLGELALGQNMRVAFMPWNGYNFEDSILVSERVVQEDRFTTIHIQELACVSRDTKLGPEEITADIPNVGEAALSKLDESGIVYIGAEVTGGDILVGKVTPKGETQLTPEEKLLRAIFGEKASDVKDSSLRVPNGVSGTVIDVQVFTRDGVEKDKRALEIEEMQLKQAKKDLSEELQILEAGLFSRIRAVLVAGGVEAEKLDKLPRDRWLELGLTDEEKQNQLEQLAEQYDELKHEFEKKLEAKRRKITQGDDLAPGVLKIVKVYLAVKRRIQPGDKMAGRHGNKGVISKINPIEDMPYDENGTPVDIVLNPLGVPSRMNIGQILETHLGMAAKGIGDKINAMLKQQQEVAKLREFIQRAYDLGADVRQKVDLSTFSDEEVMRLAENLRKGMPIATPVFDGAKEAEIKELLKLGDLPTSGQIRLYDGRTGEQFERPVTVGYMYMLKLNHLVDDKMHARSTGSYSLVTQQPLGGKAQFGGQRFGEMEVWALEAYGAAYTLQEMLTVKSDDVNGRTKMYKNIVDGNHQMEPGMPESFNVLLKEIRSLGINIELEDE
HER2 expr 66K = lowers expression of human Her2 kinase; SKBR-3 HER2 protein level, AlphaScreen, 18-24 h; stronger effect = lower value; HER2 level % of control, % at 10 µM; actives 0.69% (n = 65,000);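 active = HER2 level under 5% of the carrier-only control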;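 note: 100% = DMSO carrier and 0% = 500 nM PU-H71 HSP90 inhibitor; lower value means stronger loss of Her2 protein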
M1 antag = M1 muscarinic receptor (rat) antagonism | CHO-M1 cells, Fluo-4 calcium, ACh EC80 antagonist mode; stronger effect = lower value | B-score at 10 µM | AID 628 | actives 3.4% (n = 64,000);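 active = calcium fluorescence response, raw or row-and-column corrected B-score, differing from the plate sample mean either way at a set confidence level, mostly lower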
Hsp90 inh = displaces geldanamycin probe from tumor Hsp90 | P07900 | NCI-N417 lysate Hsp90, Cy3B-geldanamycin FP displacement | inhibition, % at 30 µM | actives 0.35% (n = 64,000) | AID 429;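 active = inhibition above 50%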;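 note: 0% = tracer plus lysate wells and 100% = tracer alone without lysate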
Autofluor 339 = intrinsic fluorescence of library compounds, ex339/em460 – biochemical, MLSMR library, data from DPM-DC assay, artefact control, profiling panel. compound autofluorescence, ex339/em460 nm, NADH buffer; stronger effect = higher value; 1 = no-compound wells, NADH background. AID 709. actives 5.5% (n = 65,000). fluorescence fold increase at 10 µM;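 active = at 10 µM, mean starting fluorescence two-fold or more over control wells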;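 note: signal is the first read of a kinetic run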
M1 agonist = agonists of M1 muscarinic receptor; CHO-M1 cells, Fluo-4 calcium fluorescence, agonist mode; stronger effect = higher value; B-score at 10 µM; actives 3% (n = 64,000);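 active = fluorescence rise, raw or as B-score row- and column-corrected plate score, outside the 99.7% band of its plate's samples, either direction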
D1 mod = D1 dopamine receptor (human) allosteric modulation. P21728. HEK293 D1, CRE-luciferase, dopamine EC30 potentiation; actives deviate in either direction. B-score at 10 µM. actives 5.9% (n = 58,000). AID 641;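 active = luminescence count or its row- and column-corrected plate score outside the 99.7% band of the plate's sample wells, on either side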
HTR1A agonist = activates the human 5-HT1a serotonin receptor; P08908; activation, % at 10 µM; actives 0.56% (n = 65,000); CHO 5-HT1a Ga15 NFAT-bla reporter, FRET ratio; 0% basal, 100% maximal reference agonist;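 active = activation above the screen-wide mean activation plus 3 SD, cut at about 19% in these data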;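 note: 0% = DMSO wells and 100% = 5-CT at EC100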
NADH enzymes = inhibitors of enzymes used to reach an NAD/NADH endpoint; actives 0.02% (n = 65,000); coupled PK/LDH NADH assays, four targets; IC50, µM (series often up to 10 µM), for the others: at the highest dose inhibition;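 active = single-dose screening hits from any of four coupled enzyme assays that gave an IC50 when retested across doses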;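 note: the DPM-DC format reads NADH fluorescence rather than 340 nm absorbance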
* = called active by the depositor; x = no result given; [ ] = remark or other dose.

SMILES	E coli RNAP	HER2 expr 66K	M1 antag	Hsp90 inh	Autofluor 339	M1 agonist	D1 mod	HTR1A agonist	NADH enzymes
CCOC(=O)CSc1nc(N)c2c3c(sc2n1)CCCC3	10	98	-0.013	-7	1.1	-0.68	-0.21	-3.0	2%
O=C(CSc1nnc(-c2cccnc2)n1Cc1ccco1)Nc1nc(-c2ccc(F)cc2)cs1	9	87	-1.6	-5	1	-0.084	-1	2.3	5%
O=C(CSc1nnc(-c2cccc(S(=O)(=O)N3CCCCC3)c2)o1)c1ccc[nH]1	12	101	-0.028	-4	0.99	-1.3	0.78	2.3	3%
CCOC(=O)c1cc2c(ccn2C)n1CC(=O)N1CCC(Cc2ccccc2)CC1	5	66	0.2	-5	1.1	-0.26	x	-0.8	6%
CCN(C(=O)C1CCCCC1)c1nnc(-c2cccnc2)s1	8	99	0.32	1	1.1	-0.65	1.7	1.5	6%
Cn1c(SCCOc2ccccc2Cl)nnc1-c1ccncc1	6	96	1.2	3	1.1	-0.00014	-0.69	0.4	2%
O=C(O)CSc1nc2ccc(Cl)cc2[nH]1	3	96	0.19	-8	1.1	1.4	-0.26	-1.9	10%
Cc1cc(C(=O)Nc2ccccn2)no1	0	93	-0.14	-5	1.1	-0.62	-0.32	-1.5	4%
CCOc1ccccc1OCCCC(=O)NC1=NCCS1	2	88	-0.053	-2	1.1	-0.69	-0.39	-3.3	6%
CC(NC(=O)c1ccc(Cl)cc1)C(=O)N1CCCCC1 (centres undefined)	6	66	-0.52	-2	1.1	-1	x	-0.9	4%
CC(=O)N(CC1CCCO1)C1(C(=O)NC2CCCC2)CCCCC1 (centres undefined)	12	87	0.23	-4	1	0.24	-0.49	-1.7	0%
[O-][N+]12CC[N+]([O-])(CC1)c1ccccc12	0	160	0.49	1	1.1	-0.49	-0.22	-2.5	5%
CN1CC=C2C(C#N)=C(N)C(C#N)(C#N)[C@H](c3cccc(Cl)c3)C2C1 (some centres undefined)	2	104	-0.18	-10	1.4	54*	-2.5	12	4%
Cc1c(C(=O)NCCCN2CCCC2=O)oc2ccc(S(=O)(=O)N3CCOCC3)cc12	7	197	-0.19	x	1.1	0.03	0.0056	0.9	4%
COc1ccc(CNc2oc(C)nc2C#N)cc1	5	103	x	-6	1	x	x	2.4	5%
N#CC1=C(N)SC2(CCCCC2)SC1c1ccccc1 (centres undefined)	7	65	-2.4	-1	1	-0.2	3.2*	-1.2	4%
O=C(NC1CCCCC1)c1cc(-c2ccco2)on1	6	84	-0.44	-2	1.1	-0.25	-0.76	-0.6	6%
O=C(Nc1nnc(CC(=O)N2CCOCC2)s1)C1COc2ccccc2O1 (centres undefined)	5	48	0.37	x	1.1	0.39	-0.066	0.6	11%
COC(=O)CCc1c(C)c(C#N)c2nc3ccccc3n2c1N1CCCC1	9	96	-0.13	-1	1.2	-0.65	5.5*	0.4	3%
CC(C)Cc1[nH]c(=O)c(C#N)c2c1CCCC2	3	108	-0.2	-1	1.4	0.089	x	-0.4	2%
O=C1c2ccccc2C(=O)N1OCCOCCOCCON1C(=O)c2ccccc2C1=O	-3	158	-0.12	2	1.1	-0.72	-0.37	-0.5	6%
COc1ccc(N(CC(=O)Nc2ccc(F)c(Cl)c2)S(=O)(=O)c2c(C)noc2C)cc1	-15	56	-0.0082	0	1.1	1.5	-0.48	-5.0	3%
COc1cccc(-c2csc3nnc(SCC(=O)NCc4cccs4)n23)c1	x	70	0.13	1	0.89	-0.094	0.5	-1.5	8%
Cc1csc(/C(=N\O)c2csc(C)n2)n1	0	93	-0.0058	-4	0.88	-0.034	-1.2	-2.0	13%
CCSc1nsc(SCC)c1C(N)=O	7	71	0.015	x	1.1	0.49	0.87	0.5	5%
Cc1c(C(=O)OCC(=O)c2ccc3c(c2)OCCO3)oc2ccccc12	-3	107	1.3	x	1.1	0.23	x	0.4	7%
CCOc1ccccc1NC(=O)CSc1nnc(CNC(=O)c2ccco2)o1	7	151	-0.38	-4	1.1	0.2	0.29	-0.7	7%
O=C(CSc1ccc2nnc(-c3ccncc3)n2n1)Nc1ccc2c(c1)OCO2	6	99	-0.017	0	1.2	0.96	-0.0019	-5.9	6%
CCOC(=O)C1=C(C)S/C(=C\N(C)C)C1=O	6	146	0.31	-18	1.2	1.4	x	0.5	3%
CC(C)c1ccc(NC(=O)C2CC(=O)N=C(N)S2)cc1 (centres undefined)	6	63	-0.027	-5	1.1	-0.41	0.19	-4.7	2%

Whole records from above. Screens in order: E coli RNAP, HER2 expr 66K, M1 antag, Hsp90 inh, Autofluor 339, M1 agonist, D1 mod, HTR1A agonist, NADH enzymes
`COc1cccc(-c2csc3nnc(SCC(=O)NCc4cccs4)n23)c1` is entered as x, 70, 0.13, 1, 0.89, -0.094, 0.5, -1.5, 8%
`O=C(CSc1ccc2nnc(-c3ccncc3)n2n1)Nc1ccc2c(c1)OCO2` is entered as 6, 99, -0.017, 0, 1.2, 0.96, -0.0019, -5.9, 6%
`O=C1c2ccccc2C(=O)N1OCCOCCOCCON1C(=O)c2ccccc2C1=O` is entered as -3, 158, -0.12, 2, 1.1, -0.72, -0.37, -0.5, 6%
`CCOc1ccccc1NC(=O)CSc1nnc(CNC(=O)c2ccco2)o1` is entered as 7, 151, -0.38, -4, 1.1, 0.2, 0.29, -0.7, 7%
`N#CC1=C(N)SC2(CCCCC2)SC1c1ccccc1` (centres undefined) is entered as 7, 65, -2.4, -1, 1, -0.2, 3.2*, -1.2, 4%

Next structures
SMILES	E coli RNAP	HER2 expr 66K	M1 antag	Hsp90 inh	Autofluor 339	M1 agonist	D1 mod	HTR1A agonist	NADH enzymes
O=C(OCC(=O)c1cccs1)C1=COCCO1	6	99	0.031	-6	1	-0.12	-0.41	1.8	2%
CN(C)CCCNCCCNC(=O)c1ccncc1	7	99	0.19	0	1.2	0.45	0.68	-0.2	5%
O=P(OC1CCS(=O)(=O)C1)(c1ccccc1)c1ccccc1 (centres undefined)	13	125	-0.03	-2	1.1	-0.35	x	0.5	5%
Cc1ccc(S(=O)(=O)Nc2ccccc2CNc2c(C)n(C)n(-c3ccccc3)c2=O)cc1	-2	92	0.19	0	1.1	0.035	1	-3.2	4%
COc1nc(C)ccc1-c1noc(-c2ccco2)n1	10	35	x	-6	1.1	x	-1.3*	-1.3	8%
COc1ccc(C2CC(=O)NC3=C2C(=O)CCC3)cc1Cl (centres undefined)	7	88	0.0089	2	1.1	0.35	0.045	-1.6	4%
Cn1c(=O)cc(OCC(=O)N2CCC(N3CCCCC3)CC2)c2ccccc21	2	109	-0.29	-6	1.1	0.3	-0.25	-4.5	2%
CN(C)C1NC(=O)c2cc(-c3ccccc3)sc2N1 (centres undefined)	x	115	-0.84	x	1	-0.3	0.06	-1.1	7%
CS(=O)(=O)n1nc(OC(=O)c2cccc3ccccc23)cc1N	10	60	-0.28	3	1.1	-0.68	x	-1.9	0%
CCn1c(SCC(=O)c2cccs2)nnc1-c1ccco1	6	126	-0.71	-3	1.1	0.23	-0.26	-3.2	6%
Cc1ccc(-c2nc(CN(C)C)cc(CN(C)C)c2O)cc1	1	90	-2	0	3.8*	0.88	-0.23	-1.4	8%[fluoresces]
CC(C)CN(C(=O)COC(=O)c1cc2c(s1)CCC2)C1CCS(=O)(=O)C1 (centres undefined)	-4	88	-0.57	-6	1.5	0.061	-0.32	-3.2	6%
COc1cccc(C(c2sc3ncnn3c2O)N2CCc3ccccc3C2)c1 (centres undefined)	-2	79	-1	-2	1.1	-0.64	0.11	-0.7	7%
COc1ccc(C2CC(=O)c3c([nH]c(C(=O)OC(C)C)c3C)C2)cc1OC (centres undefined)	9	88	-0.45	-6	1.1	0.76	-1.1	-0.9	5%
COc1ccc(-c2noc(-c3ccccc3-c3ccccc3)n2)cc1OC	-9	102	0	-1	1.1	-0.011	0.63	0.3	0%

Brought forward from above: two compounds; new compounds follow.
SMILES	E coli RNAP	HER2 expr 66K	M1 antag	Hsp90 inh	Autofluor 339	M1 agonist	D1 mod	HTR1A agonist	NADH enzymes
COc1ccc(C2CC(=O)c3c([nH]c(C(=O)OC(C)C)c3C)C2)cc1OC (centres undefined)	9	88	-0.45	-6	1.1	0.76	-1.1	-0.9	5%
COc1ccc(-c2noc(-c3ccccc3-c3ccccc3)n2)cc1OC	-9	102	0	-1	1.1	-0.011	0.63	0.3	0%
C=CC1C(N2CCOCC2)C(C)(C)S1(=O)=O (centres undefined)	6	91	-0.38	2	1.1	0.71	-0.012	-4.5	8%
CCOc1ccc(NS(=O)(=O)c2ccc(NS(C)(=O)=O)cc2)cc1	5	123	-0.022	-1	1.1	0.051	-0.03	-0.4	5%
CC1CCc2nc(N)c(C#N)c(-c3cccn3C)c2C1 (centres undefined)	x	60	x	1	1.6	x	-0.12	-0.3	7%
Cc1ccc(N2CCn3c2nc2c3c(=O)n(CCc3ccccc3)c(=O)n2C)cc1	0	66	0.31	-5	2.4*	-0.44	-0.72	-3.0	10%

Screening data deposited in PubChem by several laboratories.
